IL-2 act: qHTS of IL-2 Activators. IL-2 activation reporter assay, cell-based qHTS; stimulated with anti-CD3/CD4/CD28 beads; in transgenic mouse T cells. activation, % (series mostly up to about 46 µM). 0.065% of 360,000 active; in the data active means activation above about 50%; inconclusive means mostly about 30% to 49%; further: 0% is about no effect
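EGFP and DsRed fluorescence is measured by plate cytometry in unstimulated transgenic mouse T cells exposed to compound for 60 minutes, then stimulated 18 hours at 37 degrees C with anti-CD3/anti-CD4 beads plus anti-CD28.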
PI5P4Ka inh: qHTS for Inhibitors of phosphatidylinositol 5-phosphate 4-kinase (PI5P4K); PI5P4Kalpha enzyme, ADP-Glo luminescence, 60 min; stronger effect = lower value; 1.2% of 330,000 active; Phosphatidylinositol 5-phosphate 4-kinase type-2 alpha (Homo sapiens), P48426; max response, %; active means max response of -50% or lower; inconclusive means between -30% and -50%; inactive means -30% or higher; further: value at the top dose of about 77 µM; on the % scale 0 is the no-effect control and ±100 the full control effect
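PI5P4Kalpha ADP-Glo assay; 5 microM ATP final; 60 min RT reaction; HEPES pH 7.4/EGTA/CHAPS, 5% DMSO; controls lacking substrate or enzyme; luminescent end-point.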
PLK1 PBD block: qHTS for Inhibitors of PLK1-PDB (polo-like kinase 1 - polo-box domain): Primary Screen. Serine/threonine-protein kinase PLK1 (Homo sapiens), P53350. Plk1 PBD binding of FITC phosphopeptide, fluorescence polarization. Potency, µM, for inactives: max response, negative = inhibition, hits mostly inhibitors. 2.8% of 360,000 active; further: potency means the concentration at half of the fitted maximal effect; series mostly up to about 57 µM; on the % scale 0 is the no-effect control and ±100 the full control effect; nearly all actives have a fitted effect of over 65% in size
FUS yeast rescue: qHTS for Suppressors of FUS Proteinopathy: Primary screen using FUS-linked yeast assay | S. cerevisiae FUS-expressing, growth rescue, OD600, 24 h | Potency, µM (top dose mostly 76.6 µM), for inactives: at the top dose growth rescue (activation), hits mostly activators | 0.24% of 390,000 active;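 further: potency means the concentration at half of the fitted maximal effect; plate controls were DMSO vehicle for no effect and reference control for full effect; nearly all actives have a fitted effect of over 55% in size; some results filed as inactive show a strong effect at the top dose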
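Restored growth of FUS-toxic S. cerevisiae, read as 600 nm absorbance after 24 h at 30C in galactose medium (starting OD 0.005). Controls CP55940 and DMSO.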
EPAC1 agonist: qHTS for Agonist of cAMP-regulated guanine nucleotide exchange factor 3 (EPAC1): primary screen; Rap guanine nucleotide exchange factor 3 (Homo sapiens), O95398; EPAC1 agonist qHTS, biochemical assay; response scale: 100% = response to 6.5 mM cAMP; Potency, µM (top dose mostly 154 µM), for the others: top-dose activation, hits mostly activators; 0.073% of 360,000 active; further: potency means the concentration at half of the fitted maximal effect; nearly all actives have a fitted effect of over 60% in size
Target sequence (O95398 whole entry, looked up): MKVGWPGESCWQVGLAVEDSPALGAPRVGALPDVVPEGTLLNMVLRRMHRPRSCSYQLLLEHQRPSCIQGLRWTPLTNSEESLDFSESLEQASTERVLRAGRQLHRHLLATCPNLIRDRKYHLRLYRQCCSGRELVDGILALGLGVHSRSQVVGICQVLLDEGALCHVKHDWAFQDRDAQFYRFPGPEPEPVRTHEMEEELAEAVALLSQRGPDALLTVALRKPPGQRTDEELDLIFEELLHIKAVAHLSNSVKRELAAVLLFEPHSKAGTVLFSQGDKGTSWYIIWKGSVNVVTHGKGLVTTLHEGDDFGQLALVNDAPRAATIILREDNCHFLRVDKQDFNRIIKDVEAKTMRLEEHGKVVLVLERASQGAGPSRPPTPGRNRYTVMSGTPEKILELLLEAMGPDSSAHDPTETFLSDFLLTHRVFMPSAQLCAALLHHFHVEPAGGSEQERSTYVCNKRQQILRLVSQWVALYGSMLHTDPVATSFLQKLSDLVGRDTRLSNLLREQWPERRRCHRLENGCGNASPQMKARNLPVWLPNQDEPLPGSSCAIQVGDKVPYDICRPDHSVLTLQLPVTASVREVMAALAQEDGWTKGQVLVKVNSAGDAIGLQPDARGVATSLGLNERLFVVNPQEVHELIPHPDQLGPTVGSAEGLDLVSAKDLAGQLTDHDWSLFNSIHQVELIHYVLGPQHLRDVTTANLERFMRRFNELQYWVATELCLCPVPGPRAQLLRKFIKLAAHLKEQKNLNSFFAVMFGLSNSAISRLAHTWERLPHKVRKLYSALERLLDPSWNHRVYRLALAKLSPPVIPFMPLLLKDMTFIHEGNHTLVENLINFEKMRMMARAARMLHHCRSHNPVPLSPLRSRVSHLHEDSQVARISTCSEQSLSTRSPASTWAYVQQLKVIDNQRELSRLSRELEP
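Nucleotide exchange assay: 100 nM EPAC1 with 250 nM Rap1B loaded with BODIPY-GDP and 50 uM GDP, room temperature. Fluorescence (480/540 nm) read every 5 min for 30 min; signal change normalized to 6.5 mM cAMP as full agonist.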
aSyn yeast inh: qHTS of alpha-syn Inhibitors | Yeast expressing alpha-synuclein, growth rescue, BacTiter-Glo, 24 h | Potency, µM (titrated, usually from 46.1 µM), for the others: at the highest dose growth rescue (activation), hits mostly activators | 0.14% of 370,000 active; further: potency means the concentration at half of the fitted maximal effect; % of control where 0% means no effect; nearly all actives have a fitted effect of over 65% in size
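Galactose-induced alpha-syn yeast (OD600=0.02, raffinose-pregrown) + pinned cpd, 24 hr, 30 deg C; growth by BacTiter-Glo luminescence. Growth restoration scores as activation.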
Abeta yeast res: qHTS for compounds that reverse cellular toxicity of Amyloid beta (A-beta) peptide in yeast: Primary Screen | yeast expressing A-beta42, growth rescue, OD600, 48 h; response scale: 0% DMSO, 100% iron-clioquinol control | Potency, µM (doses to about 46.1 µM), inactives show top-dose growth rescue, actives largely listed as activators | 0.063% of 410,000 active | AID 1347071, 2019; further: potency means the concentration at half of the fitted maximal effect; nearly all actives have a fitted effect of over 55% in size
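Growth rescue measured by 600 nm absorbance after 48 h yeast culture at 30 C with compound. Values normalized between DMSO and an equimolar ferric chloride plus clioquinol control.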
WRN helicase inh: qHTS for Inhibitors of WRN Helicase; Bifunctional 3'-5' exonuclease/ATP-dependent helicase WRN (Homo sapiens), Q14191; Potency, µM (titrated, usually from 114 µM), for the others: at the highest dose activity change, negative = inhibition, hits mostly inhibitors; 0.46% of 360,000 active; WRN helicase unwinding, fluorescent forked duplex, kinetic; further: potency means the concentration at half of the fitted maximal effect; on the % scale 0 is the no-effect control and ±100 the full control effect; nearly all actives have a fitted effect of over 55% in size
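Screening of the MLSMR collection measured strand separation of a quenched forked DNA duplex (100 nM) by 20 nM WRN with 2 mM ATP, all final. Compounds were preincubated with enzyme 15 min at room temperature.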
EPAC1 antagonist: qHTS for Antagonist of cAMP-regulated guanine nucleotide exchange factor 3 (EPAC1): primary screen. EPAC1 GEF assay, Rap1b-BODIPY-GDP exchange fluorescence. Potency, µM (top dose mostly 115 µM), inactives show top-dose activity change, negative = inhibition, actives largely listed as inhibitors. 0.14% of 360,000 active;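 further: potency means the concentration at half of the fitted maximal effect; plate controls were vehicle for no effect and positive control for full effect; nearly all actives have a fitted effect of over 50% in size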
Numbers without * were called inactive; [ ] = dose if it differs, or a comment. Unless noted, the call rests on the fitted dose curve; in most records, active means well fitted curve in the direction sought with a large enough effect; inconclusive means small, poorly fitted or top-dose-only effect, or another doubt; inactive means no such curve, though single readings can be large; an effect the other way counts as inactive or inconclusive.

Results for O=C(c1cccc(NS(=O)(=O)c2ccccc2)c1)N1CCCCC1 ?
IL-2 act: -0.7; PI5P4Ka inh: -4.2; PLK1 PBD block: 6.5%; FUS yeast rescue: -4.4%; EPAC1 agonist: -1.7%; aSyn yeast inh: -0.9%; Abeta yeast res: 5.1%; WRN helicase inh: 4.5%; EPAC1 antagonist: -4.1%

What do the screens show for `Cc1ccc(C(=O)N2CCN(c3ccc(N4CCOCC4)nn3)CC2)cc1C`?
IL-2 act: -4.7; PI5P4Ka inh: -4.6; PLK1 PBD block: -4.5%; FUS yeast rescue: -5.0%; EPAC1 agonist: 4.3%; aSyn yeast inh: 0.1%; Abeta yeast res: 1.2%; WRN helicase inh: -13.2%; EPAC1 antagonist: -8.6%

What do the screens show for `COc1ccc(/C=C(\NC(=O)c2ccccc2)C(=O)NCC2CCCO2)cc1` (stereo unspecified)?
IL-2 act: 1.7; PI5P4Ka inh: 5.4; PLK1 PBD block: -4.3%; FUS yeast rescue: 19.8%; EPAC1 agonist: 7.9%; aSyn yeast inh: -1.3%; Abeta yeast res: -8.9%; WRN helicase inh: 6.9%; EPAC1 antagonist: -5.5%

How did COC(=O)C1CC(c2ccc(Cl)cc2)=NO1 (stereo unspecified) do in these assays?
IL-2 act: 0.8; PI5P4Ka inh: -5.4; PLK1 PBD block: -2.7%; FUS yeast rescue: -14.8%; EPAC1 agonist: -4.1%; aSyn yeast inh: 16.3%; Abeta yeast res: -20.7%; WRN helicase inh: 2.1%; EPAC1 antagonist: -4.6%

Results for O=C(N/N=C/c1ccc(OC(=O)c2ccc(Br)cc2)cc1)c1ccncc1 ?
IL-2 act: -4.2; PI5P4Ka inh: 2.9; PLK1 PBD block: -22.3%; FUS yeast rescue: -4.9%; EPAC1 agonist: 15.0%; aSyn yeast inh: -3.4%; Abeta yeast res: -11.3%; WRN helicase inh: -2.6%; EPAC1 antagonist: -8.0%

Results for CCOc1ccc(NC(=O)CN(C)C(=O)c2cc(C3CC3)nn2-c2ccccc2)cc1OCC ?
IL-2 act: -1.2; PI5P4Ka inh: 3.3; PLK1 PBD block: 1.2%; FUS yeast rescue: 20.0%; EPAC1 agonist: 31.6µM*; aSyn yeast inh: 1.8%; Abeta yeast res: 3.6%; WRN helicase inh: -3.6%; EPAC1 antagonist: -6.7%

What do the screens show for `CCOC(=O)CC(=O)CSc1nc2ccc(OC)cc2cc1C`?
IL-2 act: -0.6; PI5P4Ka inh: 4.2; PLK1 PBD block: -0.4%; FUS yeast rescue: -4.0%; EPAC1 agonist: 2.0%; aSyn yeast inh: -0.6%; Abeta yeast res: 11.2%; WRN helicase inh: 1.7%; EPAC1 antagonist: 10.6%

Results for COc1ccccc1CNC(=O)C1CCC(=O)N(CCCc2ccccc2)C1 (stereo unspecified) ?
IL-2 act: -1.6; PI5P4Ka inh: 2.0; PLK1 PBD block: 3.4%; FUS yeast rescue: -0.6%; EPAC1 agonist: 10.4%; aSyn yeast inh: -5.7%; Abeta yeast res: 17.9%; WRN helicase inh: 0.3%[57.1 µM]; EPAC1 antagonist: 15.2%

What do the screens show for `CCCCSc1nc2c([nH]1)c(=S)n(C)c(=O)n2C`?
IL-2 act: 0.1; PI5P4Ka inh: -8.9; PLK1 PBD block: -9.5%; EPAC1 agonist: -7.2%; aSyn yeast inh: -4.7%; Abeta yeast res: -9.7%; WRN helicase inh: -2.8%; EPAC1 antagonist: -19.1%

What do the screens show for `Nc1nc2ccccc2n1/N=C/c1ccc2c(c1)OCO2`?
IL-2 act: 0.5; PI5P4Ka inh: 0.1; PLK1 PBD block: 0.0%; FUS yeast rescue: -4.4%; EPAC1 agonist: -3.0%; aSyn yeast inh: 2.6%; Abeta yeast res: -7.4%; WRN helicase inh: -5.0%; EPAC1 antagonist: 0.6%

What do the screens show for `O=C(COc1ccccc1)N/N=C/c1ccc([N+](=O)[O-])o1`?
IL-2 act: -2.1; PI5P4Ka inh: -55.1*; PLK1 PBD block: -10.2%; FUS yeast rescue: 14.2%; EPAC1 agonist: -11.4%; aSyn yeast inh: 6.3%; Abeta yeast res: -9.3%; WRN helicase inh: -30.7%; EPAC1 antagonist: -5.2%

How did COc1cc(C2C3=C(CCCC3=O)Nc3ccc4ncccc4c32)ccc1O (stereo unspecified) do in these assays?
IL-2 act: -1.0; PI5P4Ka inh: 4.4; PLK1 PBD block: inconclusive; FUS yeast rescue: 15.6%; EPAC1 agonist: -2.9%; aSyn yeast inh: 1.6%; Abeta yeast res: -14.5%; WRN helicase inh: 4.0%; EPAC1 antagonist: -10.5%

How did CCn1cc(/C=C/C(=O)Nc2c(C)nn(Cc3ccccc3C)c2C)cn1 do in these assays?
IL-2 act: -1.0; PI5P4Ka inh: 3.7; PLK1 PBD block: -0.7%; FUS yeast rescue: 3.0%; EPAC1 agonist: -7.4%; aSyn yeast inh: 3.3%; Abeta yeast res: 1.3%; WRN helicase inh: -13.6%[57.1 µM]; EPAC1 antagonist: -1.9%

How did [O-]/[N+](=C\c1ccccc1)c1ccc(Br)cc1 do in these assays?
IL-2 act: -0.5; PI5P4Ka inh: -6.0; PLK1 PBD block: 15µM*; FUS yeast rescue: -21.7%; EPAC1 agonist: -1.1%; aSyn yeast inh: -3.6%; Abeta yeast res: -1.9%; WRN helicase inh: 8.1%; EPAC1 antagonist: -3.3%

What do the screens show for `COc1ccc(-c2nc(SCC(=O)Nc3c(F)cccc3F)n[nH]2)cc1`?
IL-2 act: -5.8; PI5P4Ka inh: -1.6; PLK1 PBD block: -7.4%; FUS yeast rescue: 4.9%; EPAC1 agonist: 5.3%; aSyn yeast inh: -1.3%; Abeta yeast res: 15.6%; WRN helicase inh: 0.8%; EPAC1 antagonist: 9.2%

What do the screens show for `CC1(c2ccc(O)cc2)NC(=O)N(c2ccccc2)N1` (stereo unspecified)?
IL-2 act: -3.6; PI5P4Ka inh: 1.2; PLK1 PBD block: -4.0%; FUS yeast rescue: 13.9%; EPAC1 agonist: -5.8%; aSyn yeast inh: -1.4%; Abeta yeast res: 7.3%; WRN helicase inh: 4.6%; EPAC1 antagonist: -12.0%

Results for COc1ccc(NS(=O)(=O)c2ccc(Cl)c(NC(=O)c3ccccc3F)c2)cc1 ?
IL-2 act: -6.3; PI5P4Ka inh: 8.5; PLK1 PBD block: 2.5%; EPAC1 agonist: 14.2%; aSyn yeast inh: -1.2%; Abeta yeast res: -3.5%; WRN helicase inh: -15.5%; EPAC1 antagonist: -15.9%

Results for CC(Oc1ccc(C(=O)NCCc2ccccc2)cc1)C(=O)O (stereo unspecified) ?
IL-2 act: 1.9; PLK1 PBD block: -3.7%; FUS yeast rescue: 19.8%; EPAC1 agonist: 3.0%; aSyn yeast inh: 6.9%; Abeta yeast res: 20.4%; WRN helicase inh: -5.1%; EPAC1 antagonist: 3.1%

Results for COc1ccc(C)cc1NC(=O)CCC(=O)Nc1ccc2nc(N3CCN(C)CC3)cc(C)c2c1 ?
IL-2 act: -0.4; PLK1 PBD block: 1.0%; FUS yeast rescue: -0.3%; EPAC1 agonist: -1.7%; aSyn yeast inh: 0.7%; Abeta yeast res: 15.3%; WRN helicase inh: -3.6%; EPAC1 antagonist: 5.6%

Results for Cc1ccc(S(=O)(=O)N2CCCCC2)cc1NC(=O)CSc1nnc(C2CC2)n1N ?
IL-2 act: 0.3; PI5P4Ka inh: -5.6; PLK1 PBD block: -12.3%; FUS yeast rescue: 12.7%; EPAC1 agonist: -0.8%; aSyn yeast inh: 6.4%; Abeta yeast res: 11.1%; WRN helicase inh: 2.6%; EPAC1 antagonist: -5.0%

What do the screens show for `CCCCCC/C(C)=C1/SC(=S)NC1=O`?
IL-2 act: 2.2; PI5P4Ka inh: -71.2*; PLK1 PBD block: 23.8µM*; EPAC1 agonist: -3.0%; aSyn yeast inh: -65.1%[inhibitor]; Abeta yeast res: 2.4%; WRN helicase inh: -16.0%; EPAC1 antagonist: -29.3%

What do the screens show for `CC(NC(=O)C1CC2CCCC(C1)C2=O)c1ccccc1` (stereo unspecified)?
IL-2 act: -2.7; PI5P4Ka inh: -3.1; PLK1 PBD block: inconclusive; FUS yeast rescue: -12.2%; EPAC1 agonist: -10.0%; aSyn yeast inh: -4.4%; Abeta yeast res: -34.8%[inhibitor]; WRN helicase inh: 9.9%; EPAC1 antagonist: -4.5%

Results for CC1CCN(CCCNC(=O)c2cc3sccc3n2C)CC1 ?
IL-2 act: -1.2; PLK1 PBD block: -1.5%; FUS yeast rescue: 22.0%; EPAC1 agonist: 0.1%; aSyn yeast inh: 0.8%; Abeta yeast res: 8.0%; WRN helicase inh: -2.3%; EPAC1 antagonist: 9.7%

How did CCCCn1c(CCC(=O)O)nc2c1c(=O)[nH]c(=O)n2CCC do in these assays?
IL-2 act: 1.9; PI5P4Ka inh: 0.5; PLK1 PBD block: -0.9%; FUS yeast rescue: -4.8%; EPAC1 agonist: 0.0%; aSyn yeast inh: -0.2%; Abeta yeast res: 24.3%; WRN helicase inh: 2.2%; EPAC1 antagonist: 0.0%

How did NS(=O)(=O)c1ccc(N/N=C/c2ccc3c(c2)OCO3)c([N+](=O)[O-])c1 do in these assays?
IL-2 act: -0.3; PI5P4Ka inh: -8.9; PLK1 PBD block: -1.0%; FUS yeast rescue: -2.3%; EPAC1 agonist: 6.7%; aSyn yeast inh: 1.0%; Abeta yeast res: 4.5%; WRN helicase inh: 2.0%; EPAC1 antagonist: -25.5%

From PubChem BioAssay

Outcome played no part in choosing rows; overall some 4.1% were active at least once.
